EPAC2 agonist – agonists of human EPAC2 (RAPGEF4); EPAC2 activation, biochemical qHTS; response scale: 100% = 6.5 mM cAMP response; Potency, µM (titrated, usually from 154 µM), for the others: at the highest dose activation, actives largely listed as activators; 360,000 tested, 0.079% active; AID 720711; note: potency is the fitted concentration of half-maximal effect; nearly all actives have a fitted effect of over 50% in size
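Guanine nucleotide exchange by EPAC2 is measured as reduced fluorescence of BODIPY-GDP once it is released from 250 nM Rap1B. Plates are read kinetically for 30 min at room temperature; results are scaled to 6.5 mM cAMP.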
EPAC1 antag – EPAC1 (human) antagonism; AID 720709; EPAC1 GEF assay, Rap1b-BODIPY-GDP exchange fluorescence; Potency, µM (series often up to 115 µM), inactives show at the highest dose activity change, negative = inhibition, most hits filed as inhibitors; 360,000 tested, 0.14% active; O95398;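 note: potency is the fitted concentration of half-maximal effect; plate controls were vehicle for no effect and positive control for full effect; nearly all actives have a fitted effect of over 50% in size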
PLK1 PBD inh – inhibitors of human PLK1 polo-box domain binding. P53350. Plk1 PBD binding of FITC phosphopeptide, fluorescence polarization. Potency, µM, for inactives: max response, negative = inhibition, usual class: inhibitors. 360,000 tested, 2.8% active. AID 720504; note: potency is the fitted concentration of half-maximal effect; series mostly up to about 57 µM; % is set by controls: 0 for no effect and ±100 for the full control effect; nearly all actives have a fitted effect of over 65% in size
Target sequence (P53350 whole entry, looked up, the tested form may be a part): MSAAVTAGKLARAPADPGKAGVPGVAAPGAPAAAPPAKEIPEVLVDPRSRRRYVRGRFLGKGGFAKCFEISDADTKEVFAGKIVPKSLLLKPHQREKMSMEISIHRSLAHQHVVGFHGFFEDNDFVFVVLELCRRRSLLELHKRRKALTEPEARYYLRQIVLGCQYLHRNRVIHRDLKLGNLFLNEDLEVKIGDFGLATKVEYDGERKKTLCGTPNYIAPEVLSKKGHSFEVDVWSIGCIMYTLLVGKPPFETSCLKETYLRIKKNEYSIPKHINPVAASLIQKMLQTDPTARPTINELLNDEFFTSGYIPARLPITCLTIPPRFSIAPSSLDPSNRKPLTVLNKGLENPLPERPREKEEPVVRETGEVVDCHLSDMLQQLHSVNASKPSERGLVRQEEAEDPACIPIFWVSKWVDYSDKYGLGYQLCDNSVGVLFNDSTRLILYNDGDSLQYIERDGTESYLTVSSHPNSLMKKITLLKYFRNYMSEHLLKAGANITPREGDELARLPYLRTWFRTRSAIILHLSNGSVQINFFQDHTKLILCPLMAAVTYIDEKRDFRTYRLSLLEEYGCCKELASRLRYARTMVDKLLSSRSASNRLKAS
WRN helicase inh – blocks human WRN helicase; WRN helicase unwinding, fluorescent forked duplex, kinetic; Potency, µM (series often up to 114 µM), for inactives: at the top dose activity change, negative = inhibition, usual class: inhibitors; Q14191; AID 651768; 360,000 tested, 0.46% active; note: potency is the fitted concentration of half-maximal effect; % is set by controls: 0 for no effect and ±100 for the full control effect; nearly all actives have a fitted effect of over 55% in size
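Primary qHTS, 1536-well format. 20 nM WRN + compound, 15 min RT; start with 100 nM forked fluorophore/quencher duplex, 2 mM ATP (final); kinetic read ex 525/em 598 nm.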
PI5P4Ka inh – blocks human PI5P4K alpha kinase activity; PI5P4Kalpha enzyme, ADP-Glo luminescence, 60 min; hits give low values; 330,000 tested, 1.2% active; max response, %; active = max response of -50% or lower; inconclusive = between -30% and -50%; inactive = -30% or higher; note: value at the top dose of about 77 µM; % is set by controls: 0 for no effect and ±100 for the full control effect
Target sequence (P48426 whole entry, looked up): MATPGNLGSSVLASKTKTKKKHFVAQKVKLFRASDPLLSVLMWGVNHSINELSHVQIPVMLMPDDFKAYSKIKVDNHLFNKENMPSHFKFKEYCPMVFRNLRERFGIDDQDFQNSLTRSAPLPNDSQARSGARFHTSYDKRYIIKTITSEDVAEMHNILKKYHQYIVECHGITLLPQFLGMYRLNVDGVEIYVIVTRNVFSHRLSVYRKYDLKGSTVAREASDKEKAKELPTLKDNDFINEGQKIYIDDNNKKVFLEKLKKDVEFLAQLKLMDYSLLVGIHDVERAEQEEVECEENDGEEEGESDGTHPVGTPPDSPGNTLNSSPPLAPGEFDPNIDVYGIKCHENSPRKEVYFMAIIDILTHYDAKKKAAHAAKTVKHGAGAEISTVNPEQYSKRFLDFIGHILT
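qHTS, 1536-well: enzyme/substrate mix, compound by pin tool, 5 microM ATP final; RT 60 min; ADP-Glo reagents 1 (45 min) then 2 (30 min); luminescence.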
EPAC1 ag – agonists of human EPAC1. Potency, µM (doses to about 154 µM), without a hit: at the top dose activation, most hits filed as activators. EPAC1 agonist qHTS, biochemical assay; response scale: 100% = response to 6.5 mM cAMP. O95398. 360,000 tested, 0.073% active; note: potency is the fitted concentration of half-maximal effect; nearly all actives have a fitted effect of over 60% in size
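Read-out is the fluorescence drop as BODIPY-GDP leaves Rap1B (480 nm excitation, 540 nm emission), recorded every 5 minutes over 30 minutes. Reactions held 100 nM EPAC1, 250 nM Rap1B–BODIPY-GDP and 50 uM GDP, with 6.5 mM cAMP setting full activation.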
CCT modulator – cytosolic chaperonin activity modulation; purified chaperonin ATPase assay, HTRF ADP detection, 30 min; activity change, % (concentration not given with the values), hits read low; 360,000 tested, 0.3% active; in the data active = activity change below about -30%; note: % is set by controls: 0 for no effect and ±100 for the full control effect
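We incubate TRiC, 40 or 20 nM final, with library compounds at 76 uM and 10 uM ATP for 30 min at 37 °C. ADP formed is detected with Transcreener HTRF reagents after 30 min at room temperature.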
IL2 activator – IL-2 activation; IL-2 activation reporter assay, cell-based qHTS; stimulated with anti-CD3/CD4/CD28 beads; in transgenic mouse T cells; activation, % (series mostly up to about 46 µM); 360,000 tested, 0.065% active; in the data active = activation above about 50%; inconclusive = mostly about 30% to 49%; note: 0% is about no effect
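Unstimulated transgenic mouse T cells; 60-min compound exposure; bead-based TCR/CD4/CD28 stimulation; 18 h culture, 37 degrees C; dual fluorescence (EGFP, DsRed) plate cytometry.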
* = called active by the depositor; ? = inconclusive; . = no result given; [ ] = dose if it differs, or a comment. Unless noted, calls come from the whole dose curve; as a rule, active = well fitted curve in the direction sought with a large enough effect; inconclusive = small, poorly fitted or top-dose-only effect, or another doubt; inactive = no such curve, though single readings can be large; an effect the other way counts as inactive or inconclusive. These rows are one share of the data (hit frequency here may not be typical).

SMILES	EPAC2 agonist	EPAC1 antag	PLK1 PBD inh	WRN helicase inh	PI5P4Ka inh	EPAC1 ag	CCT modulator	IL2 activator
CC1(C)C2CC[C@]3(C)C(CC=C4[C@@H]5C[C@](C)(CO)CC[C@]5(C(=O)O)CC[C@]43C)[C@@]2(C)CC[C@@H]1O (some centres undefined)	-1%	1%	-7%	8%	-12	-13%	-0.8	0.3
COc1ccc(-c2[nH]ncc2C2N=C(N)Nc3nc4ccccc4n32)cc1 (centres undefined)	-8%	9%	-9%	-2%	-1	6%	0.2	-1.2
CC1CC(C)CN(S(=O)(=O)c2ccc3c(c2)oc(=O)n3CC(=O)N(C)Cc2ccccc2)C1 (centres undefined)	-6%	-16%	-5%	-2%	8	-20%	-2.8	-3.1
CC1(C)CC(c2nc(-c3ccccc3)cs2)CCS1 (centres undefined)	13%	?	27%	-20%	11	-2%	-2.2	-2.1
O=C(Nc1cccc2ccccc12)c1csc([C@@H]2O[C@H](CO)[C@H](O)[C@H](O)[C@H]2O)n1	3%	-16%	4%	5%	-9	-6%	-1.1	0.7
CCOC(=O)N1CCC(Nc2ncnc3c2cnn3-c2ccc(Cl)cc2)CC1	-2%	-1%	4%	4%	-4	-6%	0.3	1.0
Cc1cc(C)c(C)c(S(=O)(=O)NCCCn2ccnc2)c1C	0%	0%	5%	-2%	4	6%	1.7	-2.8
O=C(CCNC(=O)c1ccc(Cl)cc1)NC1CCCCCC1	-5%	12%	-4%	-25%	-4	2%	-0.5	-5.4
Cc1nnc(SCC(=O)N2CCC(C(N)=O)CC2)s1	7%	2%	-7%	3%	-5	9%	-0.5	0.5
CN(C)CCCN(C(=O)c1cccc(N2C(=O)CCC2=O)c1)c1nc2cc3c(cc2s1)OCO3	4%	-7%	-2%	2%	2	5%	-2.1	0.8
Cc1ccc(C(=O)Oc2ccccc2N2CCOCC2)cc1	7%	9%	5%	-20%	6	-6%	1.0	0.9
COc1ccc(N(C(=O)c2ccc(S(=O)(=O)N3CCCC3)cc2)C2C=CS(=O)(=O)C2)cc1 (centres undefined)	-3%	-5%	-5%	-31%	-5	4%	0.4	-2.5
O=C(CCl)Nc1ncc(S(=O)(=O)c2ccc([N+](=O)[O-])cc2)s1	4%	0%	-7%	2%	-1	6%	-2.0	-0.3
CC(=O)NCN1CCN(CNC(C)=O)CC1	-7%[15.6 µM]	-3%	-3%	-4%	5	-1%	-4.7	-0.4
CC(CCn1cccn1)NC(=O)c1cc(COc2ccc(F)cc2F)on1 (centres undefined)	17%	-25%	-14%	-29%	-4	9%	-4.3	-0.2
OC(COc1ccccc1)CN1CCCCC1 (centres undefined)	10%	11%	1%	7%	3	3%	0.1	-5.5
CCCCC(=O)NNC(=S)NC(=O)C(c1ccccc1)c1ccccc1	11%	2%	27µM*	-23%	-63*	5%	-1.2	1.8
Cc1cc2ncc(C(=O)Nc3ccccc3)c(C)n2n1	3%	16%	-6%	3%	-5	6%	-0.1	0.2
CN(CC(=O)Nc1ccc(S(N)(=O)=O)cc1)c1ccccc1	6%	-2%	1%	-11%	4	3%	0.2	1.2
CCCCN(C(=O)COC(=O)c1nc2nc(C)cc(C)n2n1)C1CCS(=O)(=O)C1 (centres undefined)	8%	-2%	-9%	-8%	0	16%	0.2	-0.5
CC(=O)c1ccc(Cc2ccccc2)cc1	-1%	-2%	-11%	-3%	3	-3%	-0.6	-1.8
CC(=O)Nc1nnc(CSCc2ccccc2F)s1	15%	-13%	-18%	15%	2	-1%	-0.2	-0.9
CCN(CC)c1ccc(S(=O)(=O)N2CCOCC2)cc1NC(=O)COC(=O)/C=C/c1ccc(C)o1	16%	-7%	-7%	-8%	-1	3%	-0.1	-3.4
N#Cc1cc(C(=O)c2ccccc2O)cn(-c2ccc(Cl)cc2)c1=O	1%	-6%	19%	-7%	9	8%	-3.9	4.3
COC(=O)c1ccccc1NC(=O)C1CC(=O)N(c2ccc(OC)cc2)C1 (centres undefined)	-3%	2%	-4%	-5%	1	2%	-2.4	-3.0
CC(C)n1c(O)c(N=NC(=O)CNC(=O)c2cccnc2)c2ccccc21	5%	8%	-5%	-2%	0	6%	2.1	-1.7
CC(C)(C)c1cc(-c2n[nH]c(=S)n2-c2ccc(Cl)cc2)n[nH]1	5%	-24%	30µM*	-28%	-13	-7%	0.0	0.5
Cc1ccc(C(=O)O)cc1N1C(=O)CCCC1=O	9%	1%	-24%	15%	2	12%	-2.1	3.1
CCCN(CC(=O)Nc1ccccc1C)C(=O)C1CCN(c2ncnc3sc(C)c(C)c23)CC1	4%	-6%	1%	-11%	0	?	4.5	-1.2
Cc1nnc(SCC(=O)Nc2ccccc2)n(N)c1=O	-1%	-21%	-7%	-8%	8	11%	-0.8	1.9
O=[N+]([O-])c1ccccc1CSc1ccccn1	18%	4%	?	-8%	1	11%	-1.4	-0.8
COc1ccc(Cl)cc1C(=O)N1CCN(c2ccccn2)CC1	-3%	-7%	0%	4%	3	-11%	0.4	-0.6
Cc1cccc(C)c1NS(=O)(=O)c1ccc2c(c1)NC(=O)CO2	0%	9%	-2%	-4%	0	1%	-0.2	-0.5
O=C1CCc2cc(S(=O)(=O)N3CCCC3C(=O)NC3CCCCCCC3)ccc2N1 (centres undefined)	19%	0%	-11%	-5%	3	-1%	-1.0	-2.4
C=C(C)COc1ccc2c(CC)cc(=O)oc2c1	13%	-7%	13µM*	2%	-22	2%	-0.1	-0.8
CO[C@H]1/C=C/O[C@@]2(C)Oc3c(C)c(O)c4c(O)c(c(C=NN5CCN(C)CC5)c(O)c4c3C2=O)NC(=O)/C(C)=C\C=C\[C@H](C)[C@H](O)[C@@H](C)[C@@H](O)[C@@H](C)[C@H](OC(C)=O)[C@@H]1C	5%	-8%	-1%	-7%	0	16%	1.8	1.2
CCOc1cc(N2CCOCC2)c(OCC)cc1NC(=O)c1cccc(N(C)C)c1	2%	-4%	4%	-11%	8	0%	1.2	0.2
Cc1ccc(S(=O)(=O)Nc2ccncc2)c(C)c1N(C)S(=O)(=O)c1ccc(F)cc1	6%	4%	0%	-3%	3	-4%	-2.8	0.3
CNC(=O)C(=O)Nc1cc2c3c(c1)C(C)C(=O)N3CCC2 (centres undefined)	17%	-25%	-13%	1%	2	-1%	0.1	-0.6
Cc1[nH]nc2c1C1(CCOC1C)C(C#N)=C(N)O2 (centres undefined)	6%	2%	-2%	-8%	.	-1%	-3.3	-2.0
Nc1ccccc1C(=O)NCC1(c2ccccc2)CCCC1	3%	-3%	-1%	-3%	5	2%	1.5	-0.5
O=C(Nc1ccc(Cl)cc1)N1CCSC1=NCc1ccccc1	4%	-6%	-1%	-2%	5	6%	1.5	-3.9
Cn1cc(CN2CCc3sccc3C2)c(-c2ccccc2F)n1	8%	-26%	-9%	-3%	2	8%	0.8	-0.5
NS(=O)(=O)c1ccc(CCNC(=O)C2CCCCC2)cc1	-2%	7%	-5%	10%	.	4%	-1.0	-1.6
COc1ccccc1NC(=O)c1cc(-c2ccc(OC)c(OC)c2)nc2ccccc12	21%	-16%	-3%	-1%	-5	4%	-2.1	-0.9
CCN(CC(=O)Nc1ccc(NC(C)=O)cc1)C(=O)Cc1c(Cl)cccc1Cl	1%	-2%	0%	-31%	2	1%	1.5	-0.3
CC(=O)c1ccc(C(=O)N2CCCC(Nc3ccccc3)C2)s1 (centres undefined)	9%	-5%	2%	4%	0	3%	-0.7	-0.4
CCOc1ccc(C(=O)c2ccc([N+](=O)[O-])cc2Cl)cc1	16%	-10%	-17%	-6%[57.1 µM]	0	5%	-2.1	0.6
O=c1n(-c2ccccc2)c(=O)n2n1CCCC2	5%	10%	-8%	-2%	.	6%	0.7	0.2
COc1ccc(OCC(=O)N/N=C/c2cccc3cccnc23)cc1	0%	1%	-1%	10%	-9	-8%	-0.8	-2.7

Further results follow.
SMILES	EPAC2 agonist	EPAC1 antag	PLK1 PBD inh	WRN helicase inh	PI5P4Ka inh	EPAC1 ag	CCT modulator	IL2 activator
C=CCSc1nc2c(c(=O)[nH]1)C(C(C)C)C(C#N)=C(N)O2 (centres undefined)	-1%	?	-3%	4%	-10	-4%	-0.3	-0.8
COc1ccc(CCn2c(=S)[nH]c3ccc(N4CCOCC4)cc3c2=O)cc1OC	1%	-14%	?	-17%	-22	-1%	0.1	-0.2
C[n+]1ccccc1/C=C/c1ccc(F)c(F)c1	8%	0%	1%	9%	-9	-8%	1.0	-2.7
CCOc1cccc(CN(CC)CC2CCCN(CCc3cccc(OC)c3)C2)c1O (centres undefined)	-6%	-13%	-8%	0%	-11	2%	-1.7	0.0
Cc1cc(C)n2c(Nc3c(C)cccc3C)c(CCc3ccccc3)nc2n1	6%	-10%	-8%	-4%	1	9%	-0.4	8.8

10 structures out of the list, sorted by count of non-hydrogen atoms, high to low.
SMILES	EPAC2 agonist	EPAC1 antag	PLK1 PBD inh	WRN helicase inh	PI5P4Ka inh	EPAC1 ag	CCT modulator	IL2 activator
CO[C@H]1/C=C/O[C@@]2(C)Oc3c(C)c(O)c4c(O)c(c(C=NN5CCN(C)CC5)c(O)c4c3C2=O)NC(=O)/C(C)=C\C=C\[C@H](C)[C@H](O)[C@@H](C)[C@@H](O)[C@@H](C)[C@H](OC(C)=O)[C@@H]1C	5%	-8%	-1%	-7%	0	16%	1.8	1.2
CCCCN(C(=O)COC(=O)c1nc2nc(C)cc(C)n2n1)C1CCS(=O)(=O)C1 (centres undefined)	8%	-2%	-9%	-8%	0	16%	0.2	-0.5
CCOC(=O)N1CCC(Nc2ncnc3c2cnn3-c2ccc(Cl)cc2)CC1	-2%	-1%	4%	4%	-4	-6%	0.3	1.0
COC(=O)c1ccccc1NC(=O)C1CC(=O)N(c2ccc(OC)cc2)C1 (centres undefined)	-3%	2%	-4%	-5%	1	2%	-2.4	-3.0
N#Cc1cc(C(=O)c2ccccc2O)cn(-c2ccc(Cl)cc2)c1=O	1%	-6%	19%	-7%	9	8%	-3.9	4.3
Cc1ccc(C(=O)Oc2ccccc2N2CCOCC2)cc1	7%	9%	5%	-20%	6	-6%	1.0	0.9
NS(=O)(=O)c1ccc(CCNC(=O)C2CCCCC2)cc1	-2%	7%	-5%	10%	.	4%	-1.0	-1.6
Cc1nnc(SCC(=O)Nc2ccccc2)n(N)c1=O	-1%	-21%	-7%	-8%	8	11%	-0.8	1.9
CC(=O)Nc1nnc(CSCc2ccccc2F)s1	15%	-13%	-18%	15%	2	-1%	-0.2	-0.9
CC(=O)c1ccc(Cc2ccccc2)cc1	-1%	-2%	-11%	-3%	3	-3%	-0.6	-1.8
